Assay outcomes (PubChem BioAssay)
TDP43 rescue: qHTS of TDP-43 Inhibitors. 1.8% of 410,000 active. TDP-43 expressing yeast growth rescue, BacTiter-Glo, 24 h. Potency, µM (series often up to 46.1 µM), for inactives: top-dose growth rescue (activation), usual class: activators; further: potency means the concentration at half of the fitted maximal effect; % of control where 0% means no effect; nearly all actives have a fitted effect of over 50% in size
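Luminescence from BacTiter-Glo reports growth of TDP-43-expressing yeast after 24 hr at 30 deg C with compound. Cells were raffinose-pregrown to mid-log, then seeded in galactose medium at OD600=0.02.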
KB-V1 MDR tox: qHTS assay for MDR1-selective chemotherapeutics: Primary screen using the drug-selected MDR subline cells KB-V1. KB-V1 MDR cells viability, CellTiter-Glo, 72 h. 3.4% of 400,000 active. Potency, µM (series often up to 46.1 µM), for inactives: at the highest dose activity change, negative = cytotoxicity, hits mostly cytotoxic. AID 1347076, 2019; further: potency means the concentration at half of the fitted maximal effect; on the % scale 0 is the no-effect control and ±100 the full control effect; nearly all actives have a fitted effect of over 60% in size
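qHTS viability screen in drug-selected KB-V1 MDR cells: 72 h compound treatment at 37 degrees C, ATP luminescence end point.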
PTHR1 agonist: qHTS for PTHR1 Agonists: Primary Screen; HEK293 GP2 PTHR1 cells, GloSensor cAMP luminescence, 1 h; Potency, µM (doses to about 115 µM), for inactives: at the top dose activation, most hits filed as activators; 0.075% of 410,000 active; further: potency means the concentration at half of the fitted maximal effect; nearly all actives have a fitted effect of over 55% in size; some results filed as inactive show a strong effect at the top dose; inactives centre near -15; many of its hits are not listed in these tables
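HEK-293-derived GP2 cells expressing PTHR1 and a GloSensor cAMP reporter, 3,000/well, plated overnight, given luciferin plus IBMX (each 0.5 mM as added) for 1 h at 37 °C, then compound for 1 h at 37 °C. Luminescence was read after 15 min at room temperature.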
DRD3 agonist: qHTS of D3 Dopamine Receptor Agonist: qHTS. D(3) dopamine receptor (Homo sapiens), P35462. D3R DiscoveRx beta-arrestin cells, luminescence, 90 min. max activation, %. 0.58% of 410,000 active. AID 652048, 2013; in the data active means max activation above about 30%; further: 0% is about no effect; mostly tested at two doses, the higher about 12 µM
Target sequence (P35462 whole entry, looked up): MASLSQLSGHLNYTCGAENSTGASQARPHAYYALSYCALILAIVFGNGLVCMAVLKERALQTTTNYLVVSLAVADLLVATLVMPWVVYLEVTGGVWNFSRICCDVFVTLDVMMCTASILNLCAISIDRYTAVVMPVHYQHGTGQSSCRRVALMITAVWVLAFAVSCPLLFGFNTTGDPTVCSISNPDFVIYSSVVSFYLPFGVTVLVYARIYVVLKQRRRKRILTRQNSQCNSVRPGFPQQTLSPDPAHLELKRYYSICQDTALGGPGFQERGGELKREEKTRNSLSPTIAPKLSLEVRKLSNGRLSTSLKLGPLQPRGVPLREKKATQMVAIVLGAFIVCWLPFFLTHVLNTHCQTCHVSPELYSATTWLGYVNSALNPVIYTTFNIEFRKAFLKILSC
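Agonist-mode cell screen: cells plated at 1500/well and incubated overnight at 37 °C, then exposed to library compounds for 90 min at 37 °C. Detection reagent was added for 30–60 min at room temperature, and luminescence was read.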
GLP1R ag: qHTS of GLP-1 Receptor Agonists | HEK293 GLP-1R CRE-luciferase, luminescence, 4-6 h; cells express a hypersensitive GLP-1R form | Glucagon-like peptide 1 receptor (Homo sapiens), P43220 | 0.007% of 380,000 active | AID 624172, 2012 | Potency, µM (highest dose often 45.6 µM), without a hit: at the highest dose activation, hits mostly activators; further: potency means the concentration at half of the fitted maximal effect; % of control where 0% means no effect
Target sequence (P43220 whole entry, looked up): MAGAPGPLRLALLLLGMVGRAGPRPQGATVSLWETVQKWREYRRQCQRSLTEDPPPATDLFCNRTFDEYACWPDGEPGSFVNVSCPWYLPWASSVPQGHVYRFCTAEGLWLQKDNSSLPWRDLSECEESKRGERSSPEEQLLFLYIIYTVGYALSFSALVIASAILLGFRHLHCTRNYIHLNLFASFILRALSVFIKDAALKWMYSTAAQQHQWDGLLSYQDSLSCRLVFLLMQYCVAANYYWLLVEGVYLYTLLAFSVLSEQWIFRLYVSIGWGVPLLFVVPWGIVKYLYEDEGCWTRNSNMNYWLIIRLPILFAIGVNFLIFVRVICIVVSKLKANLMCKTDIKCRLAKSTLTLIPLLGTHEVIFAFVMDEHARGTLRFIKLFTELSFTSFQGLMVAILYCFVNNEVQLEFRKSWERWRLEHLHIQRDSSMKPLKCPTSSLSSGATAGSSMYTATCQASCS
HEK293 tox: qHTS of GLP-1 Receptor Inverse Agonists: Cytotox Screen; 0.13% of 410,000 active; HEK293 cAMP-luciferase reporter cells, luminescence, 24 h; AID 624418, 2012; Potency, µM (highest dose often 38.3 µM), without a hit: top-dose activity change, negative = inhibition, hits mostly inhibitors;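 further: loss of luciferase light is scored as toxicity; potency means the concentration at half of the fitted maximal effect; on the % scale 0 is the no-effect control and ±100 the full control effect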
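Here, cytotoxicity is scored as loss of luminescence. The MLSMR collection was tested on cells seeded in medium containing 10% Nu serum, with a 24 hr compound exposure preceded by 12 hours of culture.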
D3 antag: qHTS of D3 Dopamine Receptor Antagonist: qHTS | max response, negative = inhibition, % | 2.5% of 360,000 active | AID 652054, 2013 | D(3) dopamine receptor (Homo sapiens), P35462 | D3R cells, DiscoveRx beta-arrestin luminescence, antagonist mode; stronger effect = lower value; in the data active means max response below about -50%; inconclusive means no clear call, values can overlap the other calls; further: on the % scale 0 is the no-effect control and ±100 the full control effect; mostly tested at two doses, the higher about 12 µM
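Cells plated overnight at 1500 cells/well, then exposed to library compounds with dopamine controls for 90 minutes at 37 degrees C. DiscoveRx reagent added for 30–60 minutes at room temperature; luminescence read, quantitative HTS format.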
aSyn yeast inh: qHTS of alpha-syn Inhibitors | Yeast expressing alpha-synuclein, growth rescue, BacTiter-Glo, 24 h | Potency, µM (top dose mostly 46.1 µM), without a hit: at the top dose growth rescue (activation), actives largely listed as activators | 0.14% of 370,000 active | AID 652106, 2013; further: potency means the concentration at half of the fitted maximal effect; % of control where 0% means no effect; nearly all actives have a fitted effect of over 65% in size
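Readout is rescue of growth in alpha-synuclein-expressing yeast, so inhibitors of toxicity appear as activators. Growth after 24 hr at 30 deg C in galactose medium is quantified by luminescence.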
GLP1R inv ag: qHTS of GLP-1 Receptor Inverse Agonists (Inhibition Mode); Glucagon-like peptide 1 receptor (Homo sapiens), P43220; HEK293 GLP-1R CRE-luciferase, luminescence, 24 h; GLP-1R form is constitutively active; Potency, µM (titrated, usually from 38.3 µM), inactives show top-dose activity change, negative = inhibition, actives largely listed as inhibitors; 1.6% of 410,000 active; AID 624417, 2012; further: potency means the concentration at half of the fitted maximal effect; on the % scale 0 is the no-effect control and ±100 the full control effect; nearly all actives have a fitted effect of over 55% in size
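Using stably transfected HEK293 (constitutively active GLP-1R, cAMP-luciferase reporter), compounds were incubated 24 hr and luciferase measured by luminescence.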
Numbers without * were called inactive; i = inactive; ? = inconclusive; nt = not tested or not shown; ! = not confirmed by another sample; [ ] = dose if it differs, or a comment. Unless noted, the call rests on the fitted dose curve; in most records, active means well fitted curve in the direction sought with a large enough effect; inconclusive means small, poorly fitted or top-dose-only effect, or another doubt; inactive means no such curve, though single readings can be large; an effect the other way counts as inactive or inconclusive. Not all compounds are listed; count on the stated rates, not on these rows.

SMILES	TDP43 rescue	KB-V1 MDR tox	PTHR1 agonist	DRD3 agonist	GLP1R ag	HEK293 tox	D3 antag	aSyn yeast inh	GLP1R inv ag
COc1cc(C(CCN2CCCC(C)C2)c2c(OC)cc(OC)c3c2OC(=O)CC3c2ccc(N(C)C)cc2)cc(OC)c1OC (stereo not drawn)	11%	?	i	-22	8%	1%	-59*	5%	-3%
O=C(CSC1=NS(=O)(=O)c2cc(F)ccc2N1)Nc1ccccc1	-28%	?	i	-20	4%	-2%	-11	-5%	4%
Cc1c(C(=O)N(C)C)sc2c1c(=O)n(-c1ccc(Cl)c(Cl)c1)c(=O)n2CC(=O)Nc1cccc(C(F)(F)F)c1	5%	nt	-4%	2	nt	2%	nt	nt	3%
CC1CCN(C(=O)CSc2nncn2-c2ccccn2)CC1	4%	-18%	-11%	1	6%	-14%	-6	nt	-1%
CCCn1c2ccccc2c2cnn(CC(=O)NCc3ccc(OC)cc3)c(=O)c21	?	nt	-11%	13	nt	-7%	nt	nt	6%
CC1(C)Cc2c(C#N)c(SCC(=O)c3ccccc3)nc(N3CCOCC3)c2CS1	8%	-6%	-5%[57.5 µM]	8	9%	25%	15	16%	?
CCn1c(Cc2cccs2)nnc1SCC(=O)Nc1ccc(OC)c(OC)c1	2%	0%	-37%[inhibitor]	1	-1%	0%	3	2%	4%
Cc1ccc2c(c1C)NC(=O)CC(c1ccccc1O)=N2	15%	8%	i	3	7%	9%	11	2%	14%
C=CCn1c(-c2ccc(Cl)cc2)c[nH]c1=S	?	23µM*	15%[57.5 µM]	-1	14%	?	-109*	2%	?
COc1ccc(-c2cc(-c3ccc(C)cc3)nc(SCc3nnc(-c4ccccc4)o3)c2C#N)cc1OC	2%	-16%	i	-6	-10%	16%[1.53 µM]	-23	1%	3%
Cc1ccc(NC(=O)Nc2cnccn2)cc1Cl	-4%	0%	-15%	-20	6%	-3%	0	-2%	0%
O=C(COC(=O)/C=C/c1cccc(Cl)c1)NC1CC1	26%	5%	i	-8	3%	-1%	1	-8%	8%
CCOc1ccccc1Nc1ccc2nonc2c1[N+](=O)[O-]	0%	-12%	-8%	-11	-2%	0%	-26	-5%	-11%
CCn1cc(S(=O)(=O)c2ccccc2)c(=O)c2cc(F)c(N3CCN(C)CC3)cc21	-10%	?	-2%	-7	8%	-1%	-1	-6%	3%
S=C(NN=C(c1ccccc1)c1ccccn1)N(Cc1ccccn1)Cc1ccccn1	-81%[inhibitor]	-19%	-10%	1	-10%	?	91	-68%[inhibitor]	-11%
CCc1ccc(NC(=O)c2ccc(C3SCC(=O)N3CCc3ccccc3)cc2)cc1 (stereo not drawn)	-6%	-17%	-28%	-5	-5%	-16%	-23	1%	?
COc1cc(NC(=O)c2cc(-c3ccccc3)nc3c2cnn3C(C)C)cc(OC)c1OC	0%	?	-30%[inhibitor]	4	10%	2%	80	13%	-10%
COC(=O)c1ccc(N(CC(=O)NC2CCCC2)C(=O)CNC(=O)c2ccco2)cc1	-18%	7%	i	-11	-6%	0%	-4	-6%	2%
O=C1c2ccccc2C(=O)N1CC(O)COc1ccccc1Cl (stereo not drawn)	23%	12%	-68%[inhibitor]	-1	6%	5%	-19	0%	10%
CCOc1ccc(CC(=O)NCCc2cnc[nH]2)cc1	-17%	26%	i	12	14%	0%	-5	-3%	3%
Cn1cnnc1SCC(=O)NC1CCCCC1	-16%	2%	i	0	-2%	3%	1	6%	5%
CCCCNC(=O)C[C@@H]1C[C@@]2(C(=O)OC)CCCCC=C2N(Cc2cccc3ccccc23)C1=O	27%	?	-66%[inhibitor]	5	0%	-11%	0	13%	?
N#Cc1nc(-c2ccco2)oc1N1CCC(C(N)=O)CC1	-9%	?	i	-4	-4%	-13%	27	-2%	12%
CCc1nn2c(=O)cc(COC(=O)c3cccc(NC(=O)c4cccs4)c3)nc2s1	19%	nt	-21%	16	nt	4%	nt	nt	11%
CC(C)C(=O)Nc1cc(-c2nc3ncccc3o2)ccc1Cl	6%	-9%	i	11	14%	9%	4	-1%	31%[activator]
COc1ccc2c(c1)c(=O)oc1c(C)c(OCC(=O)N3CCc4ccccc4C3)ccc12	6%	-3%	-37%[inhibitor]	0	-1%	-6%	24	5%	6%
CCN(C(=O)c1c(C)noc1C)c1c(N)n(Cc2ccccc2)c(=O)[nH]c1=O	8%	?	-20%	4	-5%	1%	-2	12%	7%
O=C(NCCc1ccccc1)c1ccc(NCC2CCCO2)c([N+](=O)[O-])c1 (stereo not drawn)	3%[9.22 µM]	?	-18%	7	10%	4%	-3	1%	4%
COc1ccc(Cl)cc1NC(=O)c1oc2ccc(S(=O)(=O)N3CCCCC3)cc2c1C	-2%	7%	i	-8	nt	2%	nt	nt	6%
Cc1ccc(/C=C/C(=O)OCC(=O)NCc2cccs2)o1	8%	-4%	i	-1	6%	0%	10	-6%	7%

No new results follow: an excerpt of the list.
SMILES	TDP43 rescue	KB-V1 MDR tox	PTHR1 agonist	DRD3 agonist	GLP1R ag	HEK293 tox	D3 antag	aSyn yeast inh	GLP1R inv ag
CCN(C(=O)c1c(C)noc1C)c1c(N)n(Cc2ccccc2)c(=O)[nH]c1=O	8%	?	-20%	4	-5%	1%	-2	12%	7%
O=C(NCCc1ccccc1)c1ccc(NCC2CCCO2)c([N+](=O)[O-])c1 (stereo not drawn)	3%[9.22 µM]	?	-18%	7	10%	4%	-3	1%	4%
COc1ccc(Cl)cc1NC(=O)c1oc2ccc(S(=O)(=O)N3CCCCC3)cc2c1C	-2%	7%	i	-8	nt	2%	nt	nt	6%
Cc1ccc(/C=C/C(=O)OCC(=O)NCc2cccs2)o1	8%	-4%	i	-1	6%	0%	10	-6%	7%

Next entries follow:
SMILES	TDP43 rescue	KB-V1 MDR tox	PTHR1 agonist	DRD3 agonist	GLP1R ag	HEK293 tox	D3 antag	aSyn yeast inh	GLP1R inv ag
Cc1cc(NC(=O)c2cnn3cccnc23)nn1CC(=O)Nc1cccnc1	-12%	14%	-3%[57.5 µM]	17	-5%	9%	2	-6%	-3%
CCOc1c(OC)ccc2c3c(c(=O)oc12)CCCC3	-1%	8.2µM*	-9%[57.5 µM]	3	?	6%	-16	-13%	109%[activator]
CC(=O)c1ccccc1NS(=O)(=O)c1cc2c(cc1C)NC(=O)CO2	13%	11%	-3%	3	nt	-6%	nt	nt	2%
CN(CCCC(=O)Nc1ccccc1)S(=O)(=O)c1ccc(Cl)cc1	-23%	?	-11%	-8	-1%	4%	-6	1%	?
CCc1cccc2c(/C=N/NC(=O)c3cccc(S(=O)(=O)Nc4ccccc4Cl)c3)c[nH]c12	0%	-23%	-24%	5	-4%	-1%	9	-3%	?
CC1CCN(Cc2nnnn2CCCC(=O)NCCc2cnn(C)c2)CC1	22%	6%	i	4	4%	1%	2	6%	3%
COc1ccc(C=C2CCC3C(CCCC34OCCO4)C2=O)cc1 (stereo not drawn)	0%	-14%	-39%[inhibitor]	-1	-3%	-9%	0	10%	?
Oc1ccc(/C=N/n2cc(-c3ccccc3)[nH]c2=S)cc1	15%	?	-14%	6	-2%	-15%	-10	1%	22%
C/C(=N\NC(=O)c1ccc2c(c1)OCO2)c1ccc(NS(C)(=O)=O)cc1	-5%	14%	-23%	-19	5%	15%	-15	-5%	-5%
Cc1ccccc1NC(=O)N1CCCC1C(=O)NCc1ccccc1 (stereo not drawn)	6%	-8%	17%	-1	6%	10%	-10	-3%	13%
O=C(CCc1nc(-c2ccccc2)no1)NCc1ccccc1CN1CCOCC1	9%	?	-15%	3	10%	2%	-11	1%	-21%
O=C(COC(=O)[C@@H]1CCCN1S(=O)(=O)c1ccccc1F)Nc1ccc(OC(F)F)cc1	-9%	33%	i	-2	8%	-8%	-6	4%	-3%
Cn1ncc2c(=O)n(/N=C/c3ccccc3)cnc21	3%	29%	-9%	-1	1%	-5%	13	-4%	17%
COc1ccc(NC(=O)CC(Cc2ccccc2)C(=O)O)cc1 (stereo not drawn)	-10%	10%	-3%[57.5 µM]	7	-6%	-16%	0	-2%	-8%
CN(C)S(=O)(=O)c1cccc(NC(=O)Cn2cc(C(F)(F)F)cc(Cl)c2=O)c1	-4%	18%	-5%	3	5%	0%	7	-3%	13%
COc1cccc(Cn2c3ccc(NC(=O)Cc4ccccc4C)cc3c(=O)n2C)c1	16%	2%	-76%	1	2%	-6%	14	2%	-3%
Cc1ccnc2nc(NC(=O)c3ccccc3Cl)nn12	9%	nt	i	-9	nt	17%	nt	nt	0%
Cc1ccc(N)cc1NC(=O)CN1CCOCC1	-6%	?	-3%	1	-5%	-6%	1	-6%	9%
COc1ccccc1N1CCN(C2CCCN(C(=O)CCC(C)=O)C2)CC1 (stereo not drawn)	21%	7%	-12%	-9	-5%	3%	16	2%	1%
Cc1ccc(NC(=O)Cc2noc3ccccc23)cc1	?	-49%	-15%[57.5 µM]	10	0%	7%	3	11%	0%
CCOc1cccc2cc(-c3nnc(NCc4ccc5c(c4)OCO5)s3)c(=O)oc12	4%	?	i	2	-1%	7%	38	4%	17%
CC(C)C[C@@H](CO)N(Cc1ccccc1)S(=O)(=O)N(Cc1ccccc1)[C@H](CO)CC(C)C	-6%	21µM*!	-55%[inhibitor]	48*	-3%	?	129	-31%[inhibitor]	?
CCOC(=O)c1nn(-c2ccc(F)cc2)cc1O	6%	6%	-1%	1	9%	-3%	4	-4%	39%[activator]
C/C(=N\NC(=O)c1ccc(Br)cc1)c1ccccc1	-20%	0%	-9%[57.5 µM]	-5	4%	-2%	2	-7%	-4%
COc1ccccc1C1(CCN=Cc2ccc(N(C)C)cc2)CCOC(C)(C)C1 (stereo not drawn)	-13%	0%	-10%	-1	5%	i	1	2%	155%[activator]
